# Bioassay records deposited in PubChem BioAssay by National Center for Advancing Translational Sciences (NCATS).
# GLP-1R agonist – qHTS of GLP-1 Receptor Agonists. Glucagon-like peptide 1 receptor (Homo sapiens), P43220. Potency, µM (doses to about 45.6 µM), for inactives: at the top dose activation, most hits filed as activators. hit rate 0.007% among 380,000. HEK293 GLP-1R CRE-luciferase, luminescence, 4-6 h; cells express a hypersensitive GLP-1R form. AID 624172, 2012; note: potency is the fitted concentration of half-maximal effect; % of control where 0% means no effect
# TDP-43 yeast inh – qHTS of TDP-43 Inhibitors; Potency, µM (top dose mostly 46.1 µM), without a hit: at the highest dose growth rescue (activation), usual class: activators; AID 652104, 2013; TDP-43 expressing yeast growth rescue, BacTiter-Glo, 24 h; hit rate 1.8% among 410,000; note: potency is the fitted concentration of half-maximal effect; % of control where 0% means no effect; nearly all actives have a fitted effect of over 50% in size
#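 Yeast expressing TDP-43 (pregrown in raffinose, seeded at OD600=0.02 in galactose medium) exposed to compounds 24 hr at 30 deg C. Growth read by BacTiter-Glo luminescence; rescue of toxicity appears as increased signal.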
# aSyn yeast inh – qHTS of alpha-syn Inhibitors; Yeast expressing alpha-synuclein, growth rescue, BacTiter-Glo, 24 h; Potency, µM (series often up to 46.1 µM), for inactives: top-dose growth rescue (activation), usual class: activators; AID 652106, 2013; hit rate 0.14% among 370,000; note: potency is the fitted concentration of half-maximal effect; % of control where 0% means no effect; nearly all actives have a fitted effect of over 65% in size
#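 Readout is rescue of growth in alpha-synuclein-expressing yeast, so inhibitors of toxicity appear as activators. Growth after 24 hr at 30 deg C in galactose medium is quantified by luminescence.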
# Akt phos inh – HTS Assay for Inhibitors of Akt Phophorylation: Primary Screen; Neuro2A IGF-stimulated pAkt S473 HTRF, 20 min; active compounds read low; activity change, % for hits at 50 µM; hit rate 0.32% among 360,000; AID 651550, 2012; in the data active = activity change below about -80%; inconclusive = mostly about -51% to -80%; note: % is set by controls: 0 for no effect and ±100 for the full control effect
#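 Neuro2A cells in DMEM with 0.5% FBS, overnight at 37 deg C, given compound at single 50 µM final, then IGF (6 nM final) for 20 min at 37 deg C. Lysed; phospho-Akt Ser473 by HTRF after 24 h, 665/615 ratio.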
# DRD3 antagonist – qHTS of D3 Dopamine Receptor Antagonist: qHTS. D3R cells, DiscoveRx beta-arrestin luminescence, antagonist mode; active compounds read low. max response, negative = inhibition, %. hit rate 2.5% among 360,000; in the data active = max response below about -50%; inconclusive = no clear call, values can overlap the other calls; note: % is set by controls: 0 for no effect and ±100 for the full control effect; mostly tested at two doses, the higher about 12 µM
# Target sequence (P35462 whole entry, looked up): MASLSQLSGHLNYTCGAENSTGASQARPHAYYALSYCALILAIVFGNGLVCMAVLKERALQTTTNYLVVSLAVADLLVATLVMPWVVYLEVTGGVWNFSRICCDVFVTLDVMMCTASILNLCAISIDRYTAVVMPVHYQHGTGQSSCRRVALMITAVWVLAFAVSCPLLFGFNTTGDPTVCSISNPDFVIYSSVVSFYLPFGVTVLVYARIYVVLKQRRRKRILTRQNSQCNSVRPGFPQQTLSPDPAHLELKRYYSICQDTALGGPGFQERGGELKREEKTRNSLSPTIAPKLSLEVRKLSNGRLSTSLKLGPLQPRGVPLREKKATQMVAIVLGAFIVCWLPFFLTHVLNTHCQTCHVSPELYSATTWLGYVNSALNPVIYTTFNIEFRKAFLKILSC
#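 Cells expressing the human receptor were seeded at 1500 cells/well, incubated overnight at 37 degrees C in 5% CO2, then exposed to library compounds with dopamine controls for 90 minutes at 37 degrees C before luminescent detection.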
# FUS suppressor – qHTS for Suppressors of FUS Proteinopathy: Primary screen using FUS-linked yeast assay. S. cerevisiae FUS-expressing, growth rescue, OD600, 24 h. Potency, µM (titrated, usually from 76.6 µM), without a hit: top-dose growth rescue (activation), hits mostly activators. hit rate 0.24% among 390,000;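 note: potency is the fitted concentration of half-maximal effect; plate controls were DMSO vehicle for no effect and reference control for full effect; nearly all actives have a fitted effect of over 55% in size; some results filed as inactive show a strong effect at the top dose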
#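 Toxicity suppression screen in FUS-yeast. Cells induced with 2% galactose, starting OD 0.005, treated 24hr at 30C with compounds at multiple final concentrations; growth by OD600.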
# GLP1R inv ag – qHTS of GLP-1 Receptor Inverse Agonists (Inhibition Mode); AID 624417, 2012; Potency, µM (series often up to 38.3 µM), for inactives: top-dose activity change, negative = inhibition, most hits filed as inhibitors; Glucagon-like peptide 1 receptor (Homo sapiens), P43220; hit rate 1.6% among 410,000; HEK293 GLP-1R CRE-luciferase, luminescence, 24 h; GLP-1R form is constitutively active; note: potency is the fitted concentration of half-maximal effect; % is set by controls: 0 for no effect and ±100 for the full control effect; nearly all actives have a fitted effect of over 55% in size
#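 Inverse agonism was detected as reduced cAMP-driven luciferase luminescence after 24 h compound treatment. The cells were HEK293 clones expressing constitutively active human GLP-1R with the reporter. Reporter-only and GPR119 cell lines served as counterscreen controls.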
# Abeta yeast res – qHTS for compounds that reverse cellular toxicity of Amyloid beta (A-beta) peptide in yeast: Primary Screen. hit rate 0.063% among 410,000. Potency, µM (top dose mostly 46.1 µM), inactives show at the top dose growth rescue, usual class: activators. AID 1347071, 2019. yeast expressing A-beta42, growth rescue, OD600, 48 h; response scale: 0% DMSO, 100% iron-clioquinol control; note: potency is the fitted concentration of half-maximal effect; nearly all actives have a fitted effect of over 55% in size
#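 Growth rescue measured by 600 nm absorbance after 48 h yeast culture at 30 C with compound. Values normalized between DMSO and an equimolar ferric chloride plus clioquinol control.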
# PTHR1 ag – qHTS for PTHR1 Agonists: Primary Screen; Potency, µM (titrated, usually from 115 µM), for the others: at the highest dose activation, usual class: activators; hit rate 0.075% among 410,000; HEK293 GP2 PTHR1 cells, GloSensor cAMP luminescence, 1 h; note: potency is the fitted concentration of half-maximal effect; nearly all actives have a fitted effect of over 55% in size; some results filed as inactive show a strong effect at the top dose; inactives centre near -15; many of its hits are not listed in these tables
# Target sequence (Q03431 whole entry, looked up): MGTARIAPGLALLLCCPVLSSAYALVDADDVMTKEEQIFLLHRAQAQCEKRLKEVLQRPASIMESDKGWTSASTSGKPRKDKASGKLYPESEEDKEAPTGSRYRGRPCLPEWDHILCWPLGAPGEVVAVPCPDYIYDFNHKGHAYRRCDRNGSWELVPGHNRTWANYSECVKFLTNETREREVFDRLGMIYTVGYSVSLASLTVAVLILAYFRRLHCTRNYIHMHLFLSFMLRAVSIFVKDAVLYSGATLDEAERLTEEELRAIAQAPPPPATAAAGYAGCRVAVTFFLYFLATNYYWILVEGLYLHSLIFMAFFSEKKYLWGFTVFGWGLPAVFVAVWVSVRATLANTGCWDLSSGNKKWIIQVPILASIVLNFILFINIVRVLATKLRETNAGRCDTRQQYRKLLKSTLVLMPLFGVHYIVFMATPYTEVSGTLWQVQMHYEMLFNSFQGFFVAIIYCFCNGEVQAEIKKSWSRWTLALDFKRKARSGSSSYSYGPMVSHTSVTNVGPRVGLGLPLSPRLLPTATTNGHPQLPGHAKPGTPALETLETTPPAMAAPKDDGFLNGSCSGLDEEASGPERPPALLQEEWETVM
#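 HEK-293-derived GP2 cells expressing PTHR1 and a GloSensor cAMP reporter, 3,000/well, plated overnight, given luciferin plus IBMX (each 0.5 mM as added) for 1 h at 37 °C, then compound for 1 h at 37 °C. Luminescence was read after 15 min at room temperature.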
# * marks the source's active call; other numbers are inactive results; i = inactive; ? = inconclusive; · = no result given; [ ] = another dose, or the depositor's remark. Unless noted, calls come from the whole dose curve; as a rule, active = well fitted curve in the direction sought with a large enough effect; inconclusive = small, poorly fitted or top-dose-only effect, or another doubt; inactive = no such curve, though single readings can be large; an effect the other way counts as inactive or inconclusive. These rows are one share of the data; count on the stated rates, not on these rows.
nr	SMILES	FUS suppressor	GLP1R inv ag	DRD3 antagonist	Abeta yeast res	aSyn yeast inh	PTHR1 ag	Akt phos inh	GLP-1R agonist	TDP-43 yeast inh
1	Cc1ccc(NC(=S)NCC23C=CC(O2)C2C(=O)N(c4ccc(C)cc4)C(=O)C23)cc1 (stereo unspecified)	·	?	12.3	-80.0%[inhibitor]	-54.2%[inhibitor]	i	i	1.1%	?
2	CC(OC(=O)CN(C)S(=O)(=O)c1ccc(Cl)cc1)C(=O)Nc1ncc(Cl)cc1Cl (stereo unspecified)	22.2%	-11.0%	-11.4	-3.0%	1.8%	i	i	-3.6%	-15.3%
3	COc1ccc(C(=O)c2ccccc2)c(OCC(=O)NC2CC2)c1	3.6%	12.1%	-3.4	13.7%	?	-76.9%[inhibitor]	i	3.0%	-16.2%
4	Cc1csc2c(N3CCN(C(=S)Nc4ccc(F)cc4F)CC3)ncnc12	-1.6%	11.4%	17.3	1.6%	-0.3%	-39.3%[inhibitor]	i	-2.1%	-0.2%
5	CCOc1ccc(S(=O)(=O)N2CCC(C(=O)N3CCN(Cc4ccccc4)CC3)CC2)cc1	·	?	3.5	-14.4%	0.6%	i	i	1.3%	-26.0%
6	COc1ccc(/C=C2\SC(=O)N=C2N)cc1	-19.4%	1.5%	-7.4	-0.5%	-4.6%	i	i	0.0%	9.7%
7	COc1cccc(CNC(=O)COC(=O)c2cc([N+](=O)[O-])ccc2N2CCCC2)c1	·	5.1%	?	0.1%	3.7%	-52.9%[inhibitor]	i	10.4%	35.5µM*
8	O=C1CCCc2cc(S(=O)(=O)NCC3CCC(C(=O)Nc4ccc(Cl)cc4)CC3)ccc2N1 (stereo unspecified)	8.1%	-22.2%	·	-22.8%	·	-4.8%	·	·	8.8%
9	Cc1ccc(NCCNc2ccc(C)cc2)cc1	-6.2%	-13.8%	-20.9	5.5%	7.3%	i	i	11.5%	-10.3%
10	O=S(=O)(c1ccccc1C(F)(F)F)N1CCC(n2cnc3ccccc32)CC1	·	?	-10.8	3.4%	1.1%	-10.4%	i	-3.4%	-16.8%
11	CCOc1cc(/C=N/NC(=O)c2cc(C)n(-c3ccc(F)cc3)c2C)ccc1O	4.0%	-22.8%	-8.0	5.0%	-5.7%	i	i	17.3%	2.1%
12	Cc1cc(C)nc(NS(=O)(=O)c2ccc(NC(=O)c3ccco3)cc2)n1	-24.6%	16.0%	19.5	17.1%	1.9%	i	i	-8.9%	?
13	CC1Oc2ccccc2N(CC(=O)Nc2ccccc2F)C1=O (stereo unspecified)	-6.0%	-18.6%	16.8	23.2%	3.5%	-7.1%	i	-11.7%	4.3%
14	COc1ccc(C(=O)NCC(=O)N/N=C/c2ccc([N+](=O)[O-])s2)cc1OC	8.1%	-19.4%	2.3	5.2%	-4.4%	-11.8%	i	4.7%	7.3%
15	Cn1nc(C#N)c(=O)[nH]c1=O	-4.1%	2.2%	3.3	2.6%	2.5%	i	i	0.6%	-15.7%
16	COc1cccc(C2CCCN2Cc2nc(CCC(C)C)no2)c1 (stereo unspecified)	15.9%	?	0.9	9.3%	-2.4%	-19.3%	i	3.8%	16.6%
17	O=C1c2ccsc2SCCN1Cc1c(F)cccc1Cl	-2.6%	12.6µM*	1.5	-20.1%	4.3%	-38.3%[inhibitor]	i	12.6%	25.4%
18	C[C@H]1CN=C(Nc2ccccc2)N1CCC1CCCC1	-25.6%	-0.9%	-24.9	-20.2%	-5.0%	-4.7%	i	-2.0%	-12.9%
19	O=C(NC(CC(=O)N1CCCC(C(F)(F)F)C1)c1ccccc1)c1ccccc1Cl (stereo unspecified)	15.7%	-16.9%	6.9	12.1%	-0.7%	i	i	-1.3%	18.4%
20	CC(=O)Oc1c(C(=O)c2nnc(C)o2)c(=O)n(C)c2ccccc12	·	23.4%	-7.4	2.8%	8.6%	-13.6%	i	-2.5%	21.6%

# The list goes on; the last two above are carried over.
nr	SMILES	FUS suppressor	GLP1R inv ag	DRD3 antagonist	Abeta yeast res	aSyn yeast inh	PTHR1 ag	Akt phos inh	GLP-1R agonist	TDP-43 yeast inh
19	O=C(NC(CC(=O)N1CCCC(C(F)(F)F)C1)c1ccccc1)c1ccccc1Cl (stereo unspecified)	15.7%	-16.9%	6.9	12.1%	-0.7%	i	i	-1.3%	18.4%
20	CC(=O)Oc1c(C(=O)c2nnc(C)o2)c(=O)n(C)c2ccccc12	·	23.4%	-7.4	2.8%	8.6%	-13.6%	i	-2.5%	21.6%
21	COc1ccc(OCC(=O)OCC(=O)c2ccc(OC)c(F)c2)cc1	2.5%	-10.2%	8.7	9.5%	-5.1%[1.84 µM]	-23.5%	i	4.7%	11.6%
22	CCOC(=O)CSc1nc(=O)n2ccccc2n1	-11.3%	-8.2%	-13.5	-4.6%	-4.6%	-24.6%	i	12.3%	-15.6%[9.22 µM]
23	COc1cc(NC(=O)c2ccccc2)c(OC)cc1NC(=O)CN1C(=O)NC2(CCCCC2C)C1=O (stereo unspecified)	?	?	31.0	5.3%	-2.1%	-20.4%	i	-4.8%	-11.2%
24	CSc1ccc(C(O)c2ncc(-c3ccccc3F)[nH]2)cc1 (stereo unspecified)	-11.0%	8.7%	0.0	-9.9%	0.8%	-8.7%	i	-6.4%	14.1%
25	Cc1cccc(Cc2nnc(CCC(=O)NCc3cn4ccccc4n3)o2)c1	5.1%	16.3%	2.7	5.3%	-0.9%	i	i	-1.7%	-14.6%[0.397 µM]
26	O=C(NN=Cc1ccc2c(c1)OCO2)c1ccc([N+](=O)[O-])cc1	7.8%	15.1%	2.7	-3.7%	3.0%	-6.6%	i	-7.1%	23.5%
27	CC(C)NC(=O)CN(C(=O)CCC(=O)Nc1nccs1)c1ccc(C(C)C)cc1	-6.2%	10.0%	7.1	-16.4%	3.3%	-1.5%	i	-6.4%	-7.8%
28	Cc1ccc(OCC(=O)Oc2cccc(C)c2)cc1	6.4%	6.8%	-5.3	-2.7%	-1.9%	-19.0%	i	-0.8%	-20.9%
29	O=C(CSCc1c(Cl)cccc1Cl)NN1C(=O)c2ccccc2C1=O	32.5%	3.9%	-5.8	5.7%	16.3%	i	i	-7.9%	-6.5%
30	CSc1cc(-c2ccccc2)n(C)c(=O)c1C#N	1.8%	-26.4%	16.5	-6.1%	-1.3%	i	i	18.6%	-3.2%
31	Cc1cc[n+](CC(=O)c2ccccc2)c2ccccc12	-4.7%	-11.7%	8.0	-3.7%	0.3%	-7.3%	i	1.6%	8.1%
32	Cc1cc(C)n(-c2ccc(C(=O)Nc3ccc(N4CCOCC4)cc3)cc2)n1	11.2%	4.5%	17.1	12.3%	0.8%	-1.2%[57.5 µM]	i	-12.5%	-10.2%
33	COc1ccc(NC(=O)CSc2n[nH]c(-c3ccccc3)n2)cc1S(N)(=O)=O	10.8%	-5.0%	-11.6	4.4%	3.1%	i	i	1.4%	10.7%
34	O=C(CCSc1ccccc1)N1CCCC1	55.6%	-18.3%	-11.3	-10.8%	-4.2%	i	i	-2.3%	-1.2%
35	COc1ccccc1NC(=O)Nc1ccccc1N1CCOCC1	5.2%	1.9%	13.6	4.4%	-0.6%	-4.0%	i	13.3%	2.9%
36	CC1CN(C(=O)c2ccc(Cl)c(S(=O)(=O)NCc3ccco3)c2)CC(C)O1 (stereo unspecified)	-8.8%	4.8%	-11.4	0.5%	-4.3%	-19.6%	i	4.2%	-3.3%
37	O=C(CSc1nc2ccccc2o1)N/N=C/c1ccc(C(=O)O)cc1	19.7%	8.1%	-21.7	-13.7%	-1.3%	-3.6%	i	-0.1%	-18.5%
38	CCn1cc(C(=O)N2CCN(c3cccc(Cl)c3)CC2)c(=O)c2cc(S(=O)(=O)N3CCOCC3)ccc21	5.7%	-2.3%	·	-12.7%	·	?	·	-0.4%	0.0%
39	CCOc1cc2[nH]c(=O)n(CCC(=O)NCCc3ccc(OC)c(OC)c3)c(=O)c2cc1OCC	-4.5%	-23.0%	-12.7	8.4%	-6.5%	-8.9%[57.5 µM]	i	-0.5%	13.4%
40	COc1ccc(CN2CCC(CO)(CCOc3ccccc3)CC2)c(OC)c1C	15.6%	?	7.6	6.3%	6.9%	i	i	5.4%	1.9%
41	CCc1nnc(NS(=O)(=O)c2ccc(N3C(=O)C4CC=C(Cl)CC4C3=O)cc2)s1 (stereo unspecified)	25.8%	10.3%	20.0	13.5%	7.4%	-16.2%[57.5 µM]	i	-9.2%	4.1%
42	O=C(CCC(=O)NC1CCCCC1)N/N=C/c1ccncc1	0.6%	4.0%	-9.6	-4.3%	-2.3%	-18.3%	i	3.7%	-22.2%
43	O=C(O)c1cc(C(F)(F)F)nc2c(C(F)(F)F)cccc12	-5.5%	-12.7%	0.1	-8.7%	-12.7%	-22.8%	i	6.2%	1.8%
44	CC(C)CNC(=O)C(=O)Nc1c2c(nn1-c1ccccc1)CS(=O)(=O)C2	12.2%	2.7%	·	-2.3%	·	i	·	·	2.9%
45	CCCN1CCC(=O)N(CCSc2ccccc2)CC1	-25.8%	2.8%	-5.5	-4.9%	-2.9%	-14.7%	i	2.4%	-23.9%
46	COc1cccc2c1Oc1cc([N+](=O)[O-])cc(N(C)C(C)=O)c1C=C2	21.8%	17.5%	7.9	18.6%	?	-3.7%	i	15.5%	2.6%
47	C=CCNC(=S)N/N=C(\C)c1ccc(-n2ccnc2)cc1	-23.1%	?	13.0	?	0.5%	-61.8%[inhibitor]	i	20.3%	24.0%
48	O=C(OC(C(=O)NCc1ccccc1)c1ccccc1)c1ccco1 (stereo unspecified)	12.0%	-6.6%	-1.1	11.0%	12.3%	12.8%	i	6.6%	4.7%
